Pin1 inh: human Pin1 inhibition. Q13526. Pin1 FP peptide displacement, HiFluor488, 10 min. Potency, µM (highest dose often 115 µM), without a hit: at the highest dose activity, negative = inhibition, most hits filed as inhibitors. actives 0.009% (n = 390,000); active = well fitted inhibition curve with a large enough effect in the polarisation, with a control signal flat, not every such curve was filed as active; inconclusive = small, poorly fitted or top-dose-only effect, or effect the other way, or a change in a side signal; inactive = no such curve, though single readings can be large or run the other way; the % refers to the polarisation; note: potency is the fitted concentration of half-maximal effect; % is set by controls: 0 for no effect and ±100 for the full control effect
Target sequence (Q13526 whole entry, looked up): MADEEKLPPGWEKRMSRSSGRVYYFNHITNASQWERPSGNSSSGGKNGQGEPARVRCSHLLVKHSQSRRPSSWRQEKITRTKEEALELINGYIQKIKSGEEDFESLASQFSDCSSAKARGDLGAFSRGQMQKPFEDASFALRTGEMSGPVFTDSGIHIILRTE
G9a inh: G9a (human) methyltransferase inhibition. Q96KQ7. G9a H3K9 monomethylation, AlphaScreen, 2 h. Potency, µM (series often up to 102 µM), for inactives: at the top dose activity, negative = inhibition, most hits filed as inhibitors. actives 8.8% (n = 350,000); note: potency is the fitted concentration of half-maximal effect; % is set by controls: 0 for no effect and ±100 for the full control effect; nearly all actives have a fitted effect of over 75% in size
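Readings reflect AlphaScreen signal from monomethyl-H3K9 antibody detection. HMT at 20 nM; substrate b-H3K9 500 nM; cofactor SAM 20 uM; 2 h RT reaction; compounds tested as titrations in qHTS with 15 min preincubation.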
PI4K2A block: blocks human PI4K2A kinase activity. Q9BTU6. actives 0.13% (n = 420,000). activity change, negative = inhibition, % at 76.9 µM. purified PI4K2A, ADP-Glo luminescence, 1 h; active compounds read low; in the data active = activity change below about -50%; inconclusive = mostly about -30% to -49%;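 note: -100% = wells without enzyme as full effect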
Target sequence (Q9BTU6 whole entry, looked up): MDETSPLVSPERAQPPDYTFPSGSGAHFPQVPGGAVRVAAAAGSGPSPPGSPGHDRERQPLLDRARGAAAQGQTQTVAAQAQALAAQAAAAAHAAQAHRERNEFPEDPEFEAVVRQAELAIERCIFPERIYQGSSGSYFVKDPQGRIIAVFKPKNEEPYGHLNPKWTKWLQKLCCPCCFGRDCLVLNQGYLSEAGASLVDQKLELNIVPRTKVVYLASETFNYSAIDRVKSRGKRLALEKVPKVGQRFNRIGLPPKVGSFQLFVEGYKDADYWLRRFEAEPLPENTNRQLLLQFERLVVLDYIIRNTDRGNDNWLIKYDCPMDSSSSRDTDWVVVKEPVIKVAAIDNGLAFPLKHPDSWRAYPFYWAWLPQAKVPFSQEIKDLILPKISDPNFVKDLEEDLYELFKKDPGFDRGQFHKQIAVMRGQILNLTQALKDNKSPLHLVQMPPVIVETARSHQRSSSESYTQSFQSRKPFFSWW
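PI4K2A activity was measured by ADP-Glo luminescence: enzyme (4 ug/mL stock) and phosphatidylinositol (1.2 mM stock) in Tris pH 7.5/MgCl2/EGTA/Triton X-100 buffer were reacted with ATP (300 microM stock) for one hour at ambient temperature.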
JMJD2A Tudor inh: JMJD2A Tudor domain (human) inhibition; O75164; AlphaScreen JMJD2A-Tudor / H3K4me3 peptide binding; Potency, µM (titrated, usually from 114 µM), for inactives: at the highest dose activity change, negative = inhibition, actives largely listed as inhibitors; actives 4.4% (n = 390,000); note: potency is the fitted concentration of half-maximal effect; % is set by controls: 0 for no effect and ±100 for the full control effect; nearly all actives have a fitted effect of over 50% in size
Pol eta inh: DNA polymerase eta (human) inhibition; recombinant Pol eta, fluorescent DNA replication assay; actives 1.2% (n = 390,000); Q9Y253; Potency, µM (doses to about 114 µM), for the others: at the highest dose activity change, negative = inhibition, usual class: inhibitors; note: potency is the fitted concentration of half-maximal effect; % is set by controls: 0 for no effect and ±100 for the full control effect
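Fluorescent replication assay: 50 nM final substrate added after a 15 min room-temperature compound preincubation with 10 nM enzyme. Signal taken at 0 min and again at 10 min.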
HP1b binding inh: inhibitors of HP1-beta chromodomain binding to methylated histone tails. actives 0.56% (n = 390,000). Potency, µM (titrated, usually from 114 µM), for inactives: at the top dose activity change, negative = inhibition, usual class: inhibitors. AlphaScreen HP1-beta / biotin-H3K9me3 peptide binding. P83916; note: potency is the fitted concentration of half-maximal effect; nearly all actives have a fitted effect of over 70% in size; inactives centre near 23
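AlphaScreen: HP1-beta (50 nM) preformed 30 min with biotin-H3(1-18)K9me3 peptide (50 nM) in PBS pH 7.4, 0.01% Tween-20. Compound added for 30 min at RT, then streptavidin donor/nickel chelate acceptor beads (10 ug/mL) for 30 min.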
Tb PGK inh: inhibitors of T. brucei phosphoglycerate kinase. P07378. PGK/GAPDH coupled, Kinase-Glo luminescence, 60 min. Potency, µM (top dose mostly 57.5 µM), for the others: at the highest dose activity change, negative = inhibition, actives largely listed as inhibitors. actives 0.043% (n = 380,000). AID 602233; note: potency is the fitted concentration of half-maximal effect; % is set by controls: 0 for no effect and ±100 for the full control effect; nearly all actives have a fitted effect of over 60% in size
Target sequence (P07378 whole entry, looked up): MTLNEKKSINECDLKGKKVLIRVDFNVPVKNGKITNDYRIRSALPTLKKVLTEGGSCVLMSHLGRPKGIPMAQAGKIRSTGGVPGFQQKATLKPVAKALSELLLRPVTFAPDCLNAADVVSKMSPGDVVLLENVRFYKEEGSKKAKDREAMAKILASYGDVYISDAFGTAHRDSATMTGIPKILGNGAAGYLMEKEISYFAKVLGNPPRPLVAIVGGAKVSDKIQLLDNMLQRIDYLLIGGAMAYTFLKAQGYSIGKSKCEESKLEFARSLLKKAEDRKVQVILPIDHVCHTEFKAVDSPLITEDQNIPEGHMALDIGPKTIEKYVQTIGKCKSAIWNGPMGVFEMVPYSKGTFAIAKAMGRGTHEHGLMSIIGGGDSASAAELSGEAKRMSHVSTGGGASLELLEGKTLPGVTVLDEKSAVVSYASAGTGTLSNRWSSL
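Recombinant glycosomal PGK reaction used 1,3-bisphosphoglycerate generated in-well by GAPDH (100nM final) in 100mM TEA pH 7.6, 5mM MgCl2, 0.01% Tween-20. After 60 minutes at room temperature, ATP was read by Kinase-Glo Plus luminescence end-point.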
GLS inh: inhibitors of human glutaminase (GLS); O94925; GLS enzymatic activity, qHTS titration; Potency, µM (top dose mostly 45.5 µM), for the others: at the top dose activity change, negative = inhibition, usual class: inhibitors; actives 0.21% (n = 410,000); AID 624170; note: potency is the fitted concentration of half-maximal effect; % is set by controls: 0 for no effect and ±100 for the full control effect
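hKGA in 45 mM KH2PO4 (pH 8.2), 0.02% Tween-20 with compound, then 1mM L-Glutamine (stock as added) plus glutamate oxidase/HRP/Amplex red coupling mix. Fluorescence read initially and after 30 min at RT; signal change reflects glutamate formation.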
BAZ2B block: BAZ2B (human) inhibition; AID 504333; Potency, µM (titrated, usually from 114 µM), for inactives: at the highest dose activity change, negative = inhibition, actives largely listed as inhibitors; actives 4.4% (n = 360,000); Q9UIF8; AlphaScreen BAZ2B-H3K14Ac peptide displacement; note: potency is the fitted concentration of half-maximal effect; % is set by controls: 0 for no effect and ±100 for the full control effect; nearly all actives have a fitted effect of over 60% in size
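Compounds, titrated to a top concentration of 110 uM, were incubated 30 min at room temperature with preformed BAZ2B/acetyl-K14 H3 peptide complex (50 nM each). Proximity signal was measured by AlphaScreen after 20 min with beads.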
* = called active by the depositor; i = inactive; ? = inconclusive; . = no result given; [ ] = dose if it differs, or a comment. Unless noted, calls come from the whole dose curve; as a rule, active = well fitted curve in the direction sought with a large enough effect; inconclusive = small, poorly fitted or top-dose-only effect, or another doubt; inactive = no such curve, though single readings can be large; an effect the other way counts as inactive or inconclusive. This is a subset (hit frequency here may not be typical).

Each structure is followed by: Pin1 inh, G9a inh, PI4K2A block, JMJD2A Tudor inh, Pol eta inh, HP1b binding inh, Tb PGK inh, GLS inh, BAZ2B block
CCN(CC)c1ccc(S(=O)(=O)N2CCOCC2)cc1NC(=O)COC(=O)/C=C/c1ccco1
  18%, ., 0, -32%, -8%, 2%, i, -1%, .
Cn1ncc2c(Nc3ccc(-c4ccccc4)cc3)ncnc21
  3%, -4%[12.7 µM], 0, -9%, -7%, 7%, -3%, 5%, -7%
C=CCNS(=O)(=O)c1cc(S(=O)(=O)NCC=C)c(OC)cc1OC
  0%, -23%, -3, -10%[11.4 µM], -2%, -4%, i, 1%, 0%
O=C1c2ccccc2C(=O)C12OC(c1ccccc1)C1(C(=O)c3ccccc3C1=O)C2c1ccc([N+](=O)[O-])cc1 (centres undefined)
  -1%, ., -6, -12%[57.1 µM], -11%, 3%, 4%, 15%, .
O=C(Nc1ccc(F)cc1)c1cccc(C(=O)Nc2ccc(F)cc2)c1
  -2%, -13%, -3, 3%, -19%, 43%[activator], i, -7%, -1%
CCOc1ccccc1NC(=O)CN1c2ccccc2S(=O)(=O)c2ccccc21
  8%, -7%[59 µM], 3, -16%, -15%, -12%, 3%, -11%, -38%
O=C1c2ccccc2CCC12N=NCC2c1ccccc1 (centres undefined)
  2%, 27%[59 µM], 1, 7%, -5%, 22%, -7%, 9%, -3%
O=C(CSc1nnc2scc(-c3ccccc3)n12)c1ccc2c(c1)OCCO2
  -1%, 89µM*, 0, -2%, 1%, 23%, 2%, -3%, 9%
Cc1ccc(CCNC(=O)C2CCCN(S(=O)(=O)c3c(C)noc3/C=C/N(C)C)C2)cc1 (centres undefined)
  65%[activator], -5%, 0, ?, -15%, 4%, -9%, -1%, -8%
Cc1ccc(C)c(N2CCN(C(=O)Cc3c(C(=O)O)c(C)cn3C)CC2)c1
  -16%, 7%[59 µM], -2, -20%, -16%, 5%, -4%, 3%, -24%
CCOc1ccccc1-c1nc(CN2CCN(C(=O)c3ccco3)CC2)c(C)o1
  -1%, -15%, 10, -7%, -8%, 24%, -6%, -7%, -29%
Cc1ccc(S(=O)(=O)Nc2c(O)ccc3ccccc23)cc1
  31%[activator], ., -4, ?, -6%, ?, 8%, 38%[activator], .
Cc1ccc(C(C(=O)NC2CCCC2)N(Cc2ccc3c(c2)OCO3)C(=O)c2snc(C(N)=O)c2N)cc1 (centres undefined)
  1%, 38%[12.7 µM], 1, -22%, -7%, 30%, 0%, -1%, -4%
COc1ccc(NC(=O)CCNS(=O)(=O)c2cc(Br)cnc2N)c(OC)c1
  -3%, 22%, 3, -34%, -9%, 26%, 1%, 0%, -27%
C[C@H](CO)N1C[C@H](C)[C@@H](CN(C)S(=O)(=O)c2ccccc2)Oc2ccc(NS(=O)(=O)c3cccs3)cc2C1=O
  2%, ., 1, -30%, -11%, 28%, -7%, 5%, .
Cc1cc(C)n2nc(C(=O)N/N=C/c3ccccc3C)nc2n1
  -4%, -3%, 0, -16%, -7%, 22%, -1%, -11%, 18%
COCCNC(=O)CN1CCC(NC(=O)c2ccco2)CC1
  7%, 1%, 0, -4%, -12%, 24%[57 µM], -2%, -1%, -27%
Cc1sc2nc3ccc(N4CCCC4)nn3c(=O)c2c1C
  -1%, 35µM*, -4, -10%, ?, 11%, -4%, -13%, -2%
Cc1cccc(C)c1NC(=O)COC(=O)Cc1ccsc1
  -2%, -7%[59 µM], 2, -1%, -15%, 28%, 3%, 6%, -1%
COc1ccc(NC2CCCN(C(=O)CCCn3cncn3)C2)cc1OC (centres undefined)
  -7%, 8%, 0, -12%, -1%, 22%, -4%, 0%, -16%
CCOC(=O)c1ccc(NC(=O)C2CCCN(c3ncnc4onc(C)c34)C2)cc1 (centres undefined)
  -9%, 2%[59 µM], -5, -3%, -18%, 8%, i, 9%, 8%[57.1 µM]
CCOC(=O)c1c(C)oc2nc(C)nc(NCc3ccc(F)cc3)c12
  -10%, -5%[59 µM], 0, 16%, -22%, 44%[activator], -14%, 11%, 11%[57.1 µM]
Cc1cccc(N2CC(c3nc4ccccc4[nH]3)CC2=O)c1 (centres undefined)
  1%, -4%, 0, 3%, -11%, 33%, -10%, -1%, -17%
Cc1c(CC(=O)N[C@@H](C)C(=O)O)c(=O)oc2cc3oc4c(c3cc12)CCCC4
  2%, -2%[12.7 µM], 0, 7%, -16%, 35%, -6%, -4%, -1%
CCCc1nc(Nc2nc3ccccc3o2)nc(C)c1C(=O)OCC
  -7%, 72%[activator][59 µM], -1, -16%, -6%, 16%, -9%, 1%, 9%
O=C(N=C1c2ccccc2CN1c1ccccc1)c1cccc([N+](=O)[O-])c1
  3%, 50µM*, 1, ?, -27%, -22%, -1%, -5%, -33%
C[C@H](CO)N1C[C@H](C)[C@@H](CN(C)Cc2ccc(Cl)c(Cl)c2)Oc2c(NC(=O)c3ccncc3)cccc2C1=O
  -2%, ., -1, -34%, -8%, 13%, -3%, 8%, .
C=C(C)C(=O)Nc1cccc(C2=NOC3(C2)C[C@H](C(N)=O)N(C(=O)CC#N)C3)c1 (some centres undefined)
  52%[activator], ?, ?, 25µM*, 20µM*, ?, ?, -24%, 40µM*
Cn1c(C(=O)N[C@@H](Cc2ccccc2)C(=O)NCCC(=O)O)cc2cc(Cl)ccc21
  ?, -15%, 1, ?, 3%, 58%[activator], -2%, -10%, -7%
Cc1ccc(C)c(-c2cc(C(=O)NCc3cccs3)c3ccccc3n2)c1
  0%, 43%[12.7 µM], 2, -4%, -7%, 24%, -8%, 0%, -14%
Cc1cccc(N2C(=O)N3[C@@H]4c5ccccc5OC[C@@H]4[C@@H](c4ccccc4)[C@@]3(C)C2=O)c1
  0%, -8%, 3, -18%, -9%, 18%, -3%, -2%, -7%
COc1ccc(-c2nn(C)c(=O)c3ccccc23)cc1CNC(=O)c1ccco1
  -2%, ?, -3, -17%, 11%, 10%, i, -2%, -22%
NC(=O)CC[C@H](NC(=O)c1ccc(F)cc1)C(=O)OCC(=O)Nc1c(F)c(F)c(F)c(F)c1F
  0%, ?, -2, -7%, -19%, 40%[activator], 6%, 0%, 2%
CCN(CC)S(=O)(=O)c1ccc(S(=O)(=O)N2CCCC2C(=O)O)cc1 (centres undefined)
  0%, -25%[59 µM], -7, -17%, -3%, 29%, 7%, 4%, -17%
COCCn1c(Cc2ccccc2)nnc1SCC(=O)Nc1oc(C)c2c(C)n[nH]c(=O)c12
  -1%, 14µM*, -1, -13%, -10%, 53%[activator], -10%, -5%, -15%
O=C1NC(=O)C2(Br)Nc3ccc(Br)cc3C(=O)C2N1 (centres undefined)
  1%, ., -2, -10%, 5%, 25%[57 µM], -5%, -11%, .
COc1cc2c(C(=O)Nc3ccccc3F)cn(C)c(=O)c2cc1OC
  0%, -5%, -3, 5%, -7%, 30%, -7%, -4%, -23%
CN=C(Nc1cccnc1)c1cccc(C(F)(F)F)c1
  -12%, 1%, 1, -1%, -11%, 28%, -3%, -5%, -22%
CCN(C(=O)C(Cc1ccccc1)NS(=O)(=O)c1cccc2nsnc12)c1ccccc1 (centres undefined)
  -7%, -28%[59 µM], 0, ?, -4%, -1%, 0%, 4%, .
Cc1[nH]c2ccccc2c1C(=O)COC(=O)C(C)C
  0%, 10%[59 µM], -1, -12%, 4%, 0%, i, 1%, -6%
COc1cc(C(=O)Nc2cc(S(=O)(=O)N3CCOCC3)ccc2N2CCN(C)CC2)cc(OC)c1OC
  2%, ., -4, -11%, -2%, 13%, 3%, 1%, .
CN1CCN(CCCNC(=O)c2ccc(CSCc3cccc(Cl)c3)o2)CC1
  1%, 34%[0.501 µM], 1, -32%, -1%, -6%, -1%, 4%, -34%
CCOC(=O)C1CCC/C1=N\NC(=O)CN(c1cc(OC)ccc1OC)S(=O)(=O)c1ccccc1 (centres undefined)
  3%, -19%, 1, -18%, -25%, 38%, 0%, -5%, 2%
O=C(CSc1nnc(-c2cccnc2)n1Cc1ccco1)c1ccccc1
  -1%, -16%[12.7 µM], 2, -19%, -3%, 24%, 3%, 1%, -29%
O=C1Nc2ccccc2C1=Nc1ccc(Cl)cc1
  -1%, -9%, 2, -18%, -5%, 1%, -4%, -7%, -17%
Cc1ccc(C(=O)Nc2ccc(F)cc2F)o1
  1%, -34%[59 µM], -4, -17%, -1%, 13%, -4%, 5%, -12%
CCOC(=O)Cc1csc(NC(=O)c2ccc3ncsc3c2)n1
  13%, 22%, -2, -14%, 6%, 37%, -4%, 10%, -6%
COc1ccc(C(C(=O)NC(C)(C)C)N(C(=O)CCC(=O)Nc2cc(C)on2)c2cc(C)cc(C)c2)cc1 (centres undefined)
  -8%, -2%[59 µM], 2, -4%, -16%, 14%, -1%, -5%, -16%
O=C(NCCCN1CCOCC1)C(C(=O)c1ccccc1)n1ccccc1=O (centres undefined)
  -7%, -8%, 1, -17%, 6%, 12%, i, -2%, 7%
Cn1nc(-c2ccc(Cl)cc2)c2cc(C(=O)N3CCN(c4ccccc4)CC3)sc21
  9%, ?, -4, ?, -16%, 15%, -1%, 5%, -30%
COc1cccc(C(=O)NCCS(=O)(=O)NCc2ccc3c(c2)OCO3)c1
  -5%, 40µM*, 1, -23%, -1%, -5%, -2%, 1%, 0%

Results in G9a inh and Pin1 inh, for 2 of the compounds above:
SMILES | G9a inh | Pin1 inh
Cc1ccc(C(=O)Nc2ccc(F)cc2F)o1 | -34%[59 µM] | 1%
COc1ccc(C(C(=O)NC(C)(C)C)N(C(=O)CCC(=O)Nc2cc(C)on2)c2cc(C)cc(C)c2)cc1 (centres undefined) | -2%[59 µM] | -8%
